Compound activity: PubChem BioAssay, several laboratories
aDG glyco act = alpha-DG glycosylation activation. AID 624168. 360,000 compounds, 0.22% hits. activation, % at 10 µM. Pro5-aDG cells, alpha-DG glycosylation AlphaScreen (IIH6); 0% Pro5, 100% B10-LARGE cell signal;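 active = activation of at least 8% versus controls, or a plate z-score of at least 8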;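 also: Pro5 are CHO cells carrying HIG-tagged alpha-DG that lacks glycosylation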
Glyco luc inh = N-linked glycosylation inhibition. AID 588692. reporter increase, % at 12.5 µM. 360,000 compounds, 0.23% hits. D54 ERlucT glycosylation luciferase reporter, 24 h; percent of 100 nM tunicamycin response;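 active = mean luciferase reporter signal, scaled so untreated is 0 and the glycosylation-blocking control 100, at or above a set limit in every replicate; inconclusive = mean reaches the limit but not every replicate does; inactive = mean below the limit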;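 also: luciferase carries N-glycosylation sites so blocking glycosylation raises the light; 0% = median of neutral control wells and 100% = median of 100 nM tunicamycin wells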
Granule exo inh = blocks lytic granule exocytosis. TALL-104 LAMP-1 surface exposure, flow cytometry; cells stimulated with thapsigargin and PMA. AID 651702. inhibition, % at 10 µM. 360,000 compounds, 0.66% hits;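 active = inhibition above about 55%, limit read from the data; inconclusive = no clear call, values can overlap the other calls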
TLR9-MyD88 block = TLR9-MyD88 interaction inhibition | inhibition, % at 4.98 µM | AID 504734 | 340,000 compounds, 0.21% hits | Q9NR96+Q99836 | CHO BLA complementation TLR9-MyD88, CCF4 FRET ratio;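 active = inhibition above the mean over all tested compounds plus 3 SD, cut at about 21% in these data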;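 also: 0% = DMSO only wells and 100% = clavulanate BLA inhibitor control wells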
NOD2-RIPK2 inh = inhibitors of human NOD2-RIPK2 interaction | O43353 | CHO BLA complementation NOD2-RIPK2, CCF4 ratio | inhibition, % at 4.98 µM | 360,000 compounds, 0.38% hits | AID 624267; in the data active = inhibition above about 21%;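 also: 0% = vehicle only and 100% = reference blocker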
Target sequence (O43353 whole entry, looked up): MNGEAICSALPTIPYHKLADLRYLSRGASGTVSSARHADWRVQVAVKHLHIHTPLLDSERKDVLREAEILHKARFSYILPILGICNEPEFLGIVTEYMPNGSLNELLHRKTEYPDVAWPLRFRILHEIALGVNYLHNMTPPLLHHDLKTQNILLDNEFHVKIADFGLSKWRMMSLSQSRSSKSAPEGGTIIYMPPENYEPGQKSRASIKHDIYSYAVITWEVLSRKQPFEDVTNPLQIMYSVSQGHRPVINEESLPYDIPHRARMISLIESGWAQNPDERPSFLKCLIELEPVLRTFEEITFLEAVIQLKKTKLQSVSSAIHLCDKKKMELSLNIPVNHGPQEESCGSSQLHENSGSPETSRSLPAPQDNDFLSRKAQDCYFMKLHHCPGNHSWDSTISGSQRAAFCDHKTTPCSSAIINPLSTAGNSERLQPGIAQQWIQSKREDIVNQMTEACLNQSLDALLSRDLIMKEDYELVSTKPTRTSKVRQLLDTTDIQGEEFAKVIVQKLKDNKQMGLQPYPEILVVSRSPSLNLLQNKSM
Vif imaging = HIV Vif inhibition; HEK293T cells, Vif self-association by quenched fluorescence, imaging, 24 h; inhibition, % at 7.49 µM; 340,000 compounds, 0.35% hits; AID 602346; in the data active = inhibition above about 50%, passing the limit was not always enough; inconclusive = no clear call, values can overlap the other calls; inactive = below about 31%; also: some results filed as inactive read as strong as hits
MC4R antag cAMP = antagonists of human melanocortin 4 receptor (MC4R); MC4R-expressing cells, MTII-stimulated cAMP, LANCE TR-FRET; inhibition, % at 6.5 µM; P32245; 360,000 compounds, 0.48% hits;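 active = inhibition above its plate's cutoff, the mean of tested wells on that plate plus 3 SD, cut at about 29% in these data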;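 also: 0% = Melanotan II alone and 100% = Melanotan II plus saturating MCL0020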
Target sequence (P32245 whole entry, looked up): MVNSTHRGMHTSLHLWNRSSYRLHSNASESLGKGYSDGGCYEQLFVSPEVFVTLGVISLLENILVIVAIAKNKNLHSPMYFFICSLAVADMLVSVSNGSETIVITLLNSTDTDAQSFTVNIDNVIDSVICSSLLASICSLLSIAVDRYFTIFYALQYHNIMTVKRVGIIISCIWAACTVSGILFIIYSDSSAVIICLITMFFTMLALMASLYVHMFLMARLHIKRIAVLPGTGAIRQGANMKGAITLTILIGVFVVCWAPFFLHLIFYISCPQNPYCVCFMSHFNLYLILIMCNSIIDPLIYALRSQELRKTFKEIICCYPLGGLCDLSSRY
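System – human MC4R-expressing U2OS cells · Also added – Melanotan II · Dosing – one concentration, 6.5 µM nominal · Timing – 30-min compound, 1-h challenge, 1-h detection, room temperature · Measured by – Eu-cAMP/anti-cAMP TR-FRET, emission 671 nm · Replicates – singlicate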
ABCB6 inh MLPCN = inhibitors of human ABC transporter ABCB6 | Q9NP58 | fluorescence ratio to DMSO, % at 10 µM | K562-ABCB6 porphyrin accumulation, flow cytometry, 1 h; hits give low values | AID 602162 | 360,000 compounds, 0.19% hits;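 active = fluorescence ratio to DMSO below 75%, the collection mean minus 3 SD; inconclusive = too few cells collected in the well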;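 also: signal is porphyrin accumulated inside mitochondria; 100% equals median channel fluorescence of DMSO control wells; lower ratio means ABCB6 inhibition with less porphyrin fluorescence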
MC4R ag barr = agonists of human melanocortin 4 receptor (MC4R) beta-arrestin; P32245; U2OS MC4R beta-arrestin complementation, luminescence; percent of melanotan II response, DMSO zero; activation, % at 8.9 µM; 360,000 compounds, 0.98% hits; AID 540308;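 active = activation above a per-plate cutoff, the mean activation of sample wells on that plate plus 3 SD, cut at about 8% in these data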
ABHD5-PLIN5 inh = blocks binding of human ABHD5 to perilipin-5; 360,000 compounds, 0.78% hits; Split G. princeps luciferase complementation, luminescence, 4 h; inhibition, % at 4 µM; Q00G26+Q8WTS1;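 active = inhibition above the mean inhibition across every tested compound plus 3 SD, cut at about 22% in these data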;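 also: 0% = DMSO only wells and the 100% control is not disclosed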
* = called active by the depositor; u = inconclusive; x = not tested or not shown. Only part of the results is shown. The share of hits here may be higher or lower than overall.

SMILES	aDG glyco act	Glyco luc inh	Granule exo inh	TLR9-MyD88 block	NOD2-RIPK2 inh	Vif imaging	MC4R antag cAMP	ABCB6 inh MLPCN	MC4R ag barr	ABHD5-PLIN5 inh
CN1C(=O)CN=C(c2ccc(Cl)cc2)c2cc(Cl)ccc21	0.1	-2	-11	-5	-14	-3	-3	106	0.4	1
CCN1CCC(N(C)C2CCCCC2)CC1	-0.1	-3	-2	-10	-7	-3	0	101	-0.4	-4
Cc1cc(=O)oc2c(C)c(OCC(=O)N3CCN(Cc4ccccc4)CC3)ccc12	-0.1	0	u	-13	-2	3	-4	88	0.5	19
C=CCn1c(O)c(C(C)=NCCCN2CCOCC2)c(=O)[nH]c1=O	-0.2	2	-2	3	-5	-9	3	98	-1.2	11
COc1ccc(CCNC2(C#N)CCCCC2)cc1OC	-0.2	0	-2	0	-2	-9	11	103	-0.1	-4
C=COCCn1c(C)c(C(=O)OCC)c2cc(O)ccc21	0.0	5	1	-8	8	-3	14	93	2.6	-1
CCC1(OC(=O)CN)C(=O)OCc2c1cc1n(c2=O)Cc2cc3ccccc3nc2-1 (configuration not stated)	-0.2	-10	-3	4	-3	-9	10	100	-1.7	-6
COc1cc(C(C)=O)ccc1OC(=O)N(C)c1ccccc1	0.0	0	2	-10	2	-2	-1	98	1.6	14
CC=C(C)C1(CCC)C(=O)NC(=S)NC1=O	-0.2	0	-6	-3	-3	-7	-1	89	-2.5	5
CCCCCCCSc1cc(OC)c(CCN(C)C)cc1OC	0.8	-2	30	4	3	3	1	98	3.0	28*
COc1cc(C2(C#N)CCN(C)CC2)cc(OC)c1OC	0.1	2	-4	1	3	8	3	104	-0.9	-2
CSC1=NP(=S)(SC)N2CCCC2=C1C#N (configuration not stated)	3.2	-3	0	3	7	0	1	103	1.3	-1
COc1ccc(CN2C(=O)NC(=O)/C(=C\c3cccc(OC)c3OC)C2=O)cc1	0.0	0	0	x	-1	6	24	106	-0.8	-2
COC(=O)C1=C(c2cccc(OC)c2OC)C[C@@H]2CC[C@H]1N2C(=O)NCCO	-0.3	1	-1	-9	0	0	0	101	0.5	6
CCOC(=O)[C@]12Cc3c(cc(OC)c(OC)c3OC)[C@H]1N(CCC(=O)OC)C(=O)c1ccccc12	-0.1	x	-6	x	-7	x	x	102	x	1

Structural class, the compounds so far containing nitrogen in an aromatic ring.
SMILES	aDG glyco act	Glyco luc inh	Granule exo inh	TLR9-MyD88 block	NOD2-RIPK2 inh	Vif imaging	MC4R antag cAMP	ABCB6 inh MLPCN	MC4R ag barr	ABHD5-PLIN5 inh
C=CCn1c(O)c(C(C)=NCCCN2CCOCC2)c(=O)[nH]c1=O	-0.2	2	-2	3	-5	-9	3	98	-1.2	11
C=COCCn1c(C)c(C(=O)OCC)c2cc(O)ccc21	0.0	5	1	-8	8	-3	14	93	2.6	-1
CCC1(OC(=O)CN)C(=O)OCc2c1cc1n(c2=O)Cc2cc3ccccc3nc2-1 (configuration not stated)	-0.2	-10	-3	4	-3	-9	10	100	-1.7	-6

3 compounds already listed, ordered by SMILES length, low to high:
SMILES	aDG glyco act	Glyco luc inh	Granule exo inh	TLR9-MyD88 block	NOD2-RIPK2 inh	Vif imaging	MC4R antag cAMP	ABCB6 inh MLPCN	MC4R ag barr	ABHD5-PLIN5 inh
COc1ccc(CCNC2(C#N)CCCCC2)cc1OC	-0.2	0	-2	0	-2	-9	11	103	-0.1	-4
CCCCCCCSc1cc(OC)c(CCN(C)C)cc1OC	0.8	-2	30	4	3	3	1	98	3.0	28*
CCOC(=O)[C@]12Cc3c(cc(OC)c(OC)c3OC)[C@H]1N(CCC(=O)OC)C(=O)c1ccccc12	-0.1	x	-6	x	-7	x	x	102	x	1

(further entries)
SMILES	aDG glyco act	Glyco luc inh	Granule exo inh	TLR9-MyD88 block	NOD2-RIPK2 inh	Vif imaging	MC4R antag cAMP	ABCB6 inh MLPCN	MC4R ag barr	ABHD5-PLIN5 inh
C[C@H]1OC[C@@H](C[N+](C)(C)C)O1	0.1	-1	-2	-10	-8	2	5	103	0.8	-8
Fc1ccc(C(OCCN2CCCC2)c2ccc(F)cc2)cc1	-0.1	-2	-3	-4	-7	5	-8	98	0.0	22
C=CCC1(CC)C(=O)NC(=S)NC1=O	0.0	1	-10	-7	-9	2	9	94	-1.4	8
Cc1ccc(NC(=O)c2ccc(C)c(S(=O)(=O)N3CCCCC3)c2)nc1	-0.1	-4	2	-2	7	-16	3	95	-1.8	-3
CCOC(=O)[C@]12Cc3cc(Cl)ccc3[C@H]1N(C(C)C)C(=O)c1ccccc12	-0.2	x	33	x	30*	x	x	98	x	33*
COc1ccc(-c2ccc3c(c2)CNCc2cnnn2-3)cc1	0.0	0	-5	x	7	14	x	93	x	-1
Cc1ccc(CS(=O)(=O)CCC(=O)N2CCC3(CC2)OCCO3)cc1	-0.1	0	16	-8	8	-5	10	103	0.2	0
CC12CC(c3ccccc3O1)C(C(=O)OCc1ccccc1)C(=O)N2 (configuration not stated)	0.2	1	-5	4	-7	-7	-2	95	3.4	-2
O=[N+]([O-])c1cc(-n2cnnn2)c(O)c([N+](=O)[O-])c1	0.0	3	1	-4	-4	16	-7	110	1.9	0
COc1ccc2c3c1OC1C(=O)CC[C@@]4(O)[C@@H](C2)N(CC2CC2)CC[C@]314 (some centres not stated)	-0.1	-1	2	0	0	-8	10	97	0.5	4
NNC(=O)c1ccc(Cl)cc1	-0.3	2	1	3	2	-6	3	97	-2.5	-3
CCn1nc(-c2cccs2)nc2c(=O)n(C)c(=O)nc1-2	0.2	-18	79*	-6	4	46	-38	121	1.0	-11
CCc1cc2c(N3CCN(C)CC3)ncnc2s1	-0.1	1	-2	-3	2	13	3	98	-2.5	-3
O=C(CCl)NCC1CCCO1 (configuration not stated)	0.1	3	0	-1	2	4	-3	98	-0.4	-5
O=C1NC(=O)N(c2ccc3c(c2)OCO3)C(=O)/C1=C/c1ccc(N2CCCC2)o1	0.1	-4	-9	1	0	2	-22	153	-0.3	8

Copied from the list.
Value of CC=C(C)C1(CCC)C(=O)NC(=S)NC1=O in ABHD5-PLIN5 inh: 5
Value of O=C(CCl)NCC1CCCO1 (configuration not stated) in ABCB6 inh MLPCN: 98
Value of CSC1=NP(=S)(SC)N2CCCC2=C1C#N (configuration not stated) in Glyco luc inh: -3

(cont.)
SMILES	aDG glyco act	Glyco luc inh	Granule exo inh	TLR9-MyD88 block	NOD2-RIPK2 inh	Vif imaging	MC4R antag cAMP	ABCB6 inh MLPCN	MC4R ag barr	ABHD5-PLIN5 inh
Cc1ccc2c(c1)cc1c(=O)n(CC(=O)N3CCC4(CC3)OCCO4)nc(C)n12	-0.2	-1	12	-11	4	-5	9	101	-0.9	-5
CSCCC(c1nnnn1C1CCCC1)N1CCC2(CC1)C(=O)NCN2c1ccccc1 (configuration not stated)	-0.1	-1	-8	x	0	10	x	94	x	5
O=C(COc1ccccc1)N1CCN(C2CCCC2)CC1	0.0	2	-3	1	-3	-22	4	100	-1.6	3
COC(=O)C1=C(c2ccc(F)cc2OCc2ccccc2)C[C@@H]2CC[C@H]1N2C(=O)NCc1ccc(C(F)(F)F)cc1	0.7	-10	1	-2	-6	-3	14	92	-3.3	-7
CC1(C)Cc2c(sc3c2C(=O)NC(c2cccnc2)N3)CO1 (configuration not stated)	0.0	3	-6	-3	-5	4	3	90	-1.3	-2
CC(CCc1ccccc1)NC(C)C(O)c1ccc(O)cc1 (configuration not stated)	-0.1	0	3	9	-13	-1	0	100	-1.6	-2
Cc1ccsc1CNCCc1ccccc1F	0.1	0	0	1	-5	12	5	98	0.3	-8
COc1cccc(CNC(=O)CCC(=O)N2C[C@H]3C[C@H](C2)c2cccc(=O)n2C3)c1OC	-0.2	1	-2	9	-7	-5	9	98	-1.7	4
CCOCCCNC(=O)CN1C2CCC1CC(O)(c1ccc(OC)cc1)C2 (configuration not stated)	0.1	1	6	-3	-3	x	27	97	0.2	-4
O=C1NC(=S)NC(=O)C12C(c1ccccc1)NC(=S)NC2c1ccccc1 (configuration not stated)	-0.4	1	0	-7	4	39	-3	100	-1.8	29*
Cc1cc2oc(=O)cc(-c3cc4ccccc4o3)c2cc1OC(=O)N(C)C	0.0	1	12	4	-7	0	-7	90	17*	-2
CCN(CC)CC(=O)Nc1ccc(Cl)cc1C(=O)c1ccccc1	-0.1	-2	3	-13	-10	4	11	95	-0.3	0
CCn1c(O)c(C=NCCN2CCOCC2)c(=O)[nH]c1=S	-0.1	2	-1	-1	-5	-12	5	98	-1.6	2
CCCCCn1c(=O)c(C(=O)Nc2ncccc2C)c(O)c2ccccc21	0.5	-2	-4	-23	-3	1	6	105	1.1	-8
CC1([N+](=O)[O-])COP(=O)(NCc2cccnc2)OC1 (configuration not stated)	0.2	0	-4	-17	-4	-5	10	102	1.2	3
CCCCCCC(N)CC(=O)O (configuration not stated)	-0.3	0	-1	0	-1	3	9	99	0.5	5
COc1ccc(CCNCc2cccn2C)cc1	0.0	5	-2	-1	-17	-7	12	109	0.7	-9
CCOC(=O)CC(SP1(=S)OCC2(CCCCC2)CO1)C(=O)OCC (configuration not stated)	0.3	-1	10	0	7	-16	0	103	-0.6	-1
O=C1NC(=O)C(=CN2CCc3ccccc32)C(=O)N1	-0.2	12	3	3	-7	0	3	99	-3.5	-1
CC(=NCCO)c1c(O)n(C2CCCCC2)c(=O)[nH]c1=O	-0.2	2	-4	-3	-1	16	-2	103	1.0	6
CN(C)CCN=Cc1c(O)n(Cc2ccco2)c(=O)[nH]c1=O	0.2	1	-4	-11	1	10	-1	101	-1.6	-8
CC(=O)C1CCC2(O)C3CCC4=CC(=O)CCC4(C)C3CCC12C (configuration not stated)	-0.1	0	-6	-7	-3	23	2	98	2.2	1
Cc1cc(/C=C2\C(=O)NC(=O)N(c3ccc(Cl)cc3)C2=O)c(C)n1C	-0.4	2	0	-2	-7	-5	18	102	0.7	0
Cc1cc(OC(C)C(=O)NCc2ccncc2)c2c3c(c(=O)oc2c1)CCCC3 (configuration not stated)	-0.1	1	19	1	10	0	-2	98	-0.7	-3
COC(=O)Cn1cc(/C=C2\C(=O)NC(=O)N(c3ccc(OC)cc3)C2=O)c2ccccc21	0.0	2	-9	-8	-9	u	16	97	-1.8	10
O=C1NCN(c2ccccc2)C12CCN(C(c1cccs1)c1nnnn1C1CCCC1)CC2 (configuration not stated)	-0.1	0	3	x	-1	14	x	98	x	1
O=C(c1cc2cc(Cl)ccc2[nH]1)N1CCC2(CC1)OCCO2	1.0	2	-2	13	-1	-5	-2	96	0.3	7
O=c1[nH]c(=O)n(Cc2ccco2)c(O)c1C=NCc1cccs1	-0.2	0	-2	7	-4	11	1	97	-1.6	4
CCN(CC)N=O	0.1	0	-2	-5	-4	-8	8	100	0.3	-1
